Assay outcomes (PubChem)
D2 antag: D2 dopamine receptor (human) antagonism | P14416 | HEK293 TREx D2 cells, calcium flux, dopamine EC80 | inhibition, % at 10 µM | 2% of 340,000 active | AID 485344; in the data active = inhibition above about 30%; also: 0% is about no effect
Target sequence (P14416 whole entry, looked up): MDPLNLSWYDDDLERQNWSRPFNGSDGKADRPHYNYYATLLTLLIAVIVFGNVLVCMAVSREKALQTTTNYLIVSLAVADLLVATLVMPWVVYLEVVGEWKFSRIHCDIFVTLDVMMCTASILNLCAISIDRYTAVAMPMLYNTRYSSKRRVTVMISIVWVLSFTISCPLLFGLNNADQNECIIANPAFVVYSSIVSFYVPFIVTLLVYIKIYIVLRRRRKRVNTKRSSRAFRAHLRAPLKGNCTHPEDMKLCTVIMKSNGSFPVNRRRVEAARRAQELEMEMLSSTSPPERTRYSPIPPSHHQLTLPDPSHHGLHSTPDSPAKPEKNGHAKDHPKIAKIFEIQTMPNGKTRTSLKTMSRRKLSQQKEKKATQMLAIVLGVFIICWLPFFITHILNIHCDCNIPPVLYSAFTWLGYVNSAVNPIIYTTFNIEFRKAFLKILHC
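Tetracycline-induced HEK293 TREx cells expressing D2 receptor forced-coupled to calcium signalling, loaded with no-wash calcium dye. Compounds added and calcium flux read 180 s, then dopamine added at EC80 and read a further 180 s.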
TrxR1 substrate: is turned over as a substrate by rat TrxR1. 0.01% of 390,000 active. O89049. purified TrxR1 substrate turnover, NADPH consumption readout. Potency, µM (top dose mostly 114 µM), for inactives: at the top dose activity change, negative = substrate turnover; also: potency is read from the fitted curve at half-maximal effect; % is scaled to controls: 0 for no effect and ±100 for the full control effect; nearly all actives have a fitted effect of over 50% in size
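Rat TrxR1, dispensed at 90 nM, was prereduced with 400 uM NADPH (final) for 5 min at ~22 deg C, then incubated with compound 15 min before 400 uM selenite. A first-read NADPH fluorescence drop versus no-compound background flagged substrates.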
rTrxR1 inhibitor: rat TrxR1 inhibition. Potency, µM (top dose mostly 114 µM), inactives show at the highest dose activity change, negative = inhibition, most hits filed as inhibitors. O89049. recombinant rTrxR1, NADPH fluorescence consumption, selenite substrate. 1% of 390,000 active. AID 588453; also: potency is read from the fitted curve at half-maximal effect; % is scaled to controls: 0 for no effect and ±100 for the full control effect; nearly all actives have a fitted effect of over 65% in size
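Rat TrxR1 (90 nM in the dispensed reagent) was pre-reduced with 400 uM NADPH for 5 min at room temperature, then incubated with compound for 15 min. After 400 uM selenite was added, NADPH fluorescence (Ex 340/Em 450 nm) was followed for 8 min.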
Pin1 inh: blocks the human prolyl isomerase Pin1 | AID 504891 | Potency, µM (doses to about 115 µM), for inactives: top-dose activity, negative = inhibition, hits mostly inhibitors | 0.009% of 390,000 active | Pin1 FP peptide displacement, HiFluor488, 10 min | Q13526; active = well fitted inhibition curve with a large enough effect in the polarisation, with a control signal flat, not every such curve was filed as active; inconclusive = small, poorly fitted or top-dose-only effect, or effect the other way, or a change in a side signal; inactive = no such curve, though single readings can be large or run the other way; the % refers to the polarisation; also: potency is read from the fitted curve at half-maximal effect; % is scaled to controls: 0 for no effect and ±100 for the full control effect
Target sequence (Q13526 whole entry, looked up): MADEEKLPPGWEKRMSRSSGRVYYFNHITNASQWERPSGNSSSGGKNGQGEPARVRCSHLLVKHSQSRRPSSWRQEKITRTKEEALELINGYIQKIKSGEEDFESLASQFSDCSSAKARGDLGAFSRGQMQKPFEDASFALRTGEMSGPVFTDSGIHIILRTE
D2 ag: activates the human D2 dopamine receptor. P14416. 0.53% of 340,000 active. HEK293 T-REx D2 cells, calcium flux agonist mode. activation, % at 2 µM;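 active = activation over 3 SD above normal in the single-dose calcium agonist read, cut at about 30% in these data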; also: 0% is about no effect
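In this primary screen, compounds producing a positive calcium signal within 180 s of addition to tetracycline-induced, force-coupled HEK293 Trex D2 cells are flagged; cells are dye-loaded with a no-wash calcium kit beforehand.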
TRHR ag: activates the human TRH receptor. P34981. TRHR cells, calcium flux fluo-8, FDSS agonist mode. activation, % at 2 µM. 0.18% of 360,000 active; in the data active = activation above about 30%; also: 0% is about no effect
Target sequence (P34981 whole entry, looked up): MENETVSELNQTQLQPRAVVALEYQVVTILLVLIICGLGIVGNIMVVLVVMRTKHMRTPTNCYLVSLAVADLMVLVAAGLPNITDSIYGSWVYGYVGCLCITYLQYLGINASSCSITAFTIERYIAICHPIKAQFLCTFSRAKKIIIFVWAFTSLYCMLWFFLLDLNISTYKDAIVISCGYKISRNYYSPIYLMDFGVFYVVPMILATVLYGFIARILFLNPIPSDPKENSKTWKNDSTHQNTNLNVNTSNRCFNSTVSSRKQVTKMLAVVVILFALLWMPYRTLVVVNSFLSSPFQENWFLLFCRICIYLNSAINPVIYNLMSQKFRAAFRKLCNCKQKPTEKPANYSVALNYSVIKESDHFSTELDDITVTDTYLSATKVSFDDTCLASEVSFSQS
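Agonist-mode FDSS calcium read (Ex 480/Em 530, 1 s cycles) in 1536-well TRHR cells with fluo-8 dye, after 10-cycle baseline and 23 nL compound addition; TRH at EC20 (10 nM final) added afterwards for the enhancer phase.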
mIDH1 inhibitor: human IDH1 R132H inhibition. O75874. IDH1-R132H enzyme, NADPH consumption, diaphorase/resazurin fluorescence. Potency, µM (doses to about 76.6 µM), inactives show at the highest dose activity change, negative = inhibition, actives largely listed as inhibitors. 0.093% of 390,000 active. AID 602179; also: potency is read from the fitted curve at half-maximal effect; % is scaled to controls: 0 for no effect and ±100 for the full control effect; nearly all actives have a fitted effect of over 65% in size
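IDH1-R132H (0.5 ug/mL) preincubated 30 min with compound, then NADPH (0.016 mM) and alpha-KG (2 mM) added; 80 min at RT, pH 7.5. Remaining NADPH coupled via diaphorase/resazurin to fluorescence (540/590 nm); concentration-response curves normalized to no-enzyme control.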
USP1-UAF1 inh: USP1/UAF1 (human) deubiquitinase inhibition; AID 743255; Potency, µM (doses to about 57.1 µM), for inactives: at the highest dose activity change, negative = inhibition, hits mostly inhibitors; O94782; recombinant USP1/UAF1, Ub-Rhodamine cleavage fluorescence; 0.23% of 390,000 active; also: potency is read from the fitted curve at half-maximal effect; % is scaled to controls: 0 for no effect and ±100 for the full control effect; nearly all actives have a fitted effect of over 60% in size; inactives centre near -12
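High-throughput fluorogenic screen: 1nM USP1/UAF1 complex, Ub-Rho substrate 150nM final, 50mM HEPES pH 7.8 with 0.5mM EDTA, 0.1 mg/ml BSA, 1mM TCEP and 0.01% Tween-20.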
TRHR enhancer: allosterically enhances the human TRH receptor. enhancement, % at 2 µM. TRHR cells, fluo-8 calcium fluorescence, EC20 TRH enhancement. P34981. 0.66% of 360,000 active; in the data active = enhancement above about 30%; also: 0% is about no effect
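Enhancer read-out: after compound pinning and an initial kinetic agonist-mode read, an EC20 of TRH (10 nM final) was injected and fluo-8 calcium signal (Ex 480/Em 530) followed at 1 s/cycle for 100 cycles in TRHR-expressing cells.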
Starred values were filed as active, the others as inactive; ? = inconclusive; / = not tested or not shown; [ ] = another dose, or the depositor's remark. Unless noted, calls follow the shape of the dose curve; as a rule, active = well fitted inhibition curve with a large enough effect; inconclusive = small, poorly fitted or top-dose-only effect; inactive = no such curve, though single readings can be large or run the other way. A portion of the library, so the mix of outcomes need not match the whole.

SMILES	D2 antag	TrxR1 substrate	rTrxR1 inhibitor	Pin1 inh	D2 ag	TRHR ag	mIDH1 inhibitor	USP1-UAF1 inh	TRHR enhancer
N#Cc1ccccc1CSc1nc2ccc(NC(=O)c3ccccc3C(=O)O)cc2s1	-4	0%[57.1 µM]	-5%[57.1 µM]	0%	0.3	0.2	-4%	-22%	3
COc1ccc(S(=O)(=O)N(C)C[C@H]2Oc3c(NC(=O)CCC(F)(F)F)cccc3C(=O)N([C@H](C)CO)C[C@@H]2C)cc1	/	3%[57.1 µM]	5%[57.1 µM]	-6%	/	/	-1%	-23%	/
CCOc1ccc(NC(=O)CSc2nc3ccccc3c(=O)n2Cc2cccs2)cc1	-2	0%	13%	2%	-0.1	-1.3	14%	-7%	6
CC(=O)c1cccc(NC(=O)C(C)OC(=O)CCn2c(C)csc2=O)c1 (centres undefined)	-11	0%	14%	-2%	-0.1	0.2	2%	-9%	-3
CC(=O)Nc1cccc(C(=O)OCCCOc2ccc(F)cc2)c1	-2	-12%	17%	-5%	-1.1	-0.3	-1%	-17%	2
O=C1CCN(Cc2ccccc2)CCN1[C@H](COc1ccccc1)c1ccccc1	8	1%[57.1 µM]	16%[57.1 µM]	5%	-0.3	-0.1	-3%	-22%	-1
Cc1cccc(N2CCN(C(=O)c3c4c(nc5ccccc35)C(=O)N(C3CCCCC3)C4)CC2)c1C	/	-3%[57.1 µM]	8%[57.1 µM]	0%	1.2	0.1	5%	-25%	-9
CCN(CC)CCNC(=O)c1cc2cc(Br)ccc2s1	50*	4%[57.1 µM]	18%[57.1 µM]	-2%	-0.9	1.8	8%	-7%	4
c1coc(Cn2nnnc2CN2CCN(C3CCCC3)CC2)c1	2	-5%	?	-4%	0.2	0.4	6%	-6%	-4
Cc1c(C(=O)O)oc2ccc(S(=O)(=O)NCc3ccccc3)cc12	-10	-6%	-13%	-7%	-1.7	0.4	-2%	-7%	4
Cn1cnnc1SCC(=O)N1N=C(c2ccc(Cl)cc2)CC1c1ccco1 (centres undefined)	-3	3%	21%	-12%	0.5	-1.0	1%	-24%	4
O=C(N/N=C\c1cn[nH]c1-c1ccccc1)c1cccnc1	-1	-1%	9%	-1%	-0.2	0.2	-6%	-10%	6
COc1ccc(C2=NC(C(F)(F)F)(C(F)(F)F)c3c(n(C)c(=O)n(C)c3=O)N2)cc1	3	31%[activator]	6%	7%	0.6	-0.3	4%	-4%	6
COc1cc(C(=O)OCC(=O)NC2CC2)cc(OC)c1OC	/	7%	23%	0%	/	0.1	-3%	-20%	-2
O=C(Nc1cccc(F)c1)Nc1c[nH]c(=O)[nH]c1=O	12	-12%[57.1 µM]	18%	6%	1.1	0.7	0%	-22%	10
COc1ccc2c(c1)c1c(c(=O)n(-c3cccc(Cl)c3)c(=O)n1CC(=O)N1CCCC1)n2C	/	70%[activator]	40%[activator]	-1%	0.3	1.4	-6%	-8%	-3
Cc1cc(Br)ccc1N=C1C(=O)Nc2ccccc21	59*	3%	18%	1%	-0.3	-0.9	3%	-23%	6
COc1ccccc1NC(=O)Cn1c(=O)c(CNc2ccc(C)cc2)cc2cc3c(cc21)OCCO3	/	2%	9%	12%	0.3	0.3	-25%	-24%	3
Cn1c(Sc2ccc(C(=O)O)cc2[N+](=O)[O-])nnc1-c1ccccc1	-4	-16%[57.1 µM]	35%[57.1 µM]	-2%	-0.8	0.5	7%	-7%	-1
Cn1c(Cc2cccs2)n[nH]c1=S	2	2%	-12%	-2%	-0.9	-0.1	3%	-15%	-2
COc1cccc(CN2C(=O)C(C)N(C(=O)c3ccccc3)c3ccccc32)c1 (centres undefined)	-21	0%	20%	-20%	1.8	0.8	0%	-17%	-5
O=[N+]([O-])c1cc([N+](=O)[O-])c(Oc2ccc(F)cc2)cc1NN1CCCCC1	3	-6%	0%	-3%	-1.2	-0.1	8%	?	6
CCCCN(CC)CCCNC(=O)c1ccc(CS(=O)(=O)c2ccccc2C)o1	21	-9%	-18%	-1%	0.6	0.2	-2%	-10%	-2
CCN(CC)CCOCCOc1cc(C)c(Cl)c(C)c1	1	9%[57.1 µM]	15%	-14%	-0.1	0.3	1%	-1%	-2
CCOC(=O)C1CCCN(C(=O)/C=C/c2ccc([N+](=O)[O-])cc2)C1 (centres undefined)	-4	-11%	-10%	0%	-0.1	-0.9	-2%	-7%	18
Cc1nn2cc(-c3ccc(Cl)cc3)cnc2c1Br	8	-4%[57.1 µM]	13%[57.1 µM]	6%	1.1	0.1	-4%	-8%	-3
CCN(CC)C(=O)C(=O)Nc1cccc(Br)c1	-3	1%	16%	0%	-0.2	0.6	-5%	-4%	1
O=C(c1ccc2ccccc2n1)N1CCN(S(=O)(=O)c2ccccc2)CC1	/	-2%	11%	9%	/	/	-11%	-10%	/
COc1cccc(C(c2sc3nc(-c4ccco4)nn3c2O)N2CCOCC2)c1 (centres undefined)	/	3%[57.1 µM]	16%[57.1 µM]	-4%	0.2	0.1	-4%	-10%	4
CCC1=NN2C(=N)/C(=C\c3cccn3-c3ccc(C)cc3C)C(=O)N=C2S1	-14	-4%	8%	13%	-0.5	-0.5	9%	-26%	7
O=C(Nc1ccc(F)c(F)c1)c1ccco1	5	5%	8%	3%	0.1	-0.3	0%	-9%	-4
Cc1[nH]c2c(C)cccc2c1CCNS(=O)(=O)c1cccc([N+](=O)[O-])c1	9	-8%	-5%	3%	1.9	0.7	1%	-10%	-3
NC(=O)c1nn(-c2ccccc2)nc1N	-3	646%[activator]	?	-10%	-0.5	-0.3	-2%	-3%	-7
CC(C)COC(=O)Cc1c(O)c2ccccc2[nH]c1=O	/	20%	-5%	-10%	/	1.2	12%	-15%	3
O=C(O)c1nc2ccccc2nc1C(=O)O	-6	-6%	4%	-12%	0.9	-0.2	-5%	-9%	22
COc1ccc(-c2cc(C(=O)Nc3ccc(S(=O)(=O)Nc4onc(C)c4C)cc3)c3ccccc3n2)cc1	-3	5%	7%	?	-0.1	-0.3	-3%	-21%	-4
CCc1nc2ccccc2n1Cc1cc(=O)n2cc(C)ccc2n1	2	43%[activator]	-1%	0%	0.7	0.0	1%	-14%	6
Cn1c(=O)c2nc(SCC(=O)Nc3ccc(OC(F)(F)F)cc3)n(C)c2n(C)c1=O	/	1%[57.1 µM]	8%[57.1 µM]	-1%	-0.1	0.2	5%	-18%	2
O=C(CSc1nncc2ccccc12)Nc1ccccc1	-9	2%[57.1 µM]	5%[57.1 µM]	-1%	0.4	-0.4	2%	-5%	-10
CCN(c1ccccc1)S(=O)(=O)c1ccc(C(=O)Nc2nnc(-c3ccco3)o2)cc1	-3	-14%	-18%	-2%	-2.1	-1.1	4%	5%	9
CCOC(=O)N1CCN(S(=O)(=O)c2ccc(C(=O)Nc3nnc(CC)o3)cc2)CC1	-1	7%[57.1 µM]	7%[57.1 µM]	0%	0.0	-0.9	-3%	-3%	11
O=C(Nc1ccc([N+](=O)[O-])c(NC(=O)C2CCCO2)c1)C1CCCO1 (centres undefined)	/	-7%[57.1 µM]	6%[57.1 µM]	-7%	/	0.1	-1%	-8%	11
COc1cccc(NC(=O)/C=C/c2ccc([N+](=O)[O-])cc2)c1	45*	0%	-2%	-5%	-0.9	0.1	8%	-14%	-3
Cc1cc(C)c2c(=O)[nH]c(SCC(=O)Nc3ccccc3)nc2n1	5	-1%	3%	-7%	-1.3	-0.8	6%	-7%	-5
COc1ccccc1CN(C(=O)CCl)C(C(=O)NC1CCCCC1)c1ccncc1 (centres undefined)	0	-4%	?	?	0.8	0.2	2%	?	2
O=C(Nc1cc(Cl)ccc1Oc1ccccc1)C1=COCCO1	3	-7%	0%	-1%	0.0	-0.3	12%	-25%	-1
COc1ccc(CNC(=O)CCC2N=C3c4ccccc4N=C(SCc4cccc(F)c4)N3C2=O)cc1 (centres undefined)	/	5%[57.1 µM]	10%[57.1 µM]	21%	-5.7	-0.2	12%	-25%	2
CON(C)S(=O)(=O)NC(=O)C1=C(N2CCCC2)COC1=O	5	1%	14%	7%	0.6	0.3	12%	-23%	10
CC(=O)C1=C(C)NC(C)=C(C(C)=O)C1c1cn(-c2ccccc2)nc1-c1cccs1	9	-10%	-11%	21%	1.3	0.1	1%	-10%	-1
O=C(O)C1CCCN1C(=O)NC1CCCCC1 (centres undefined)	15	4%	14%	0%	0.3	-0.2	12%	-9%	2

Profiles, looked up by structure:
CON(C)S(=O)(=O)NC(=O)C1=C(N2CCCC2)COC1=O is entered as D2 antag = 5; TrxR1 substrate = 1%; rTrxR1 inhibitor = 14%; Pin1 inh = 7%; D2 ag = 0.6; TRHR ag = 0.3; mIDH1 inhibitor = 12%; USP1-UAF1 inh = -23%; TRHR enhancer = 10
O=C(N/N=C\c1cn[nH]c1-c1ccccc1)c1cccnc1 is entered as D2 antag = -1; TrxR1 substrate = -1%; rTrxR1 inhibitor = 9%; Pin1 inh = -1%; D2 ag = -0.2; TRHR ag = 0.2; mIDH1 inhibitor = -6%; USP1-UAF1 inh = -10%; TRHR enhancer = 6
